Screening results as filed in PubChem.
C2C12 statin: suppressors of simvastatin-induced myotoxicity in C2C12 myotubes | ATP luminescence, 48 h; scaled: DMSO 0, geranylgeraniol control 100 | rescue of ATP level, % at 7.49 µM | 0.78% of 330,000 active;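 active = mean ATP rescue above about 67%, or every replicate alone reaching that limit, limit read from the data, passing the limit was not always enough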;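 note: myotubes were challenged with 10 µM simvastatin during compound exposure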
LGR2 inh: inhibitors of bursicon-induced Drosophila LGR2 receptor cAMP signaling | HEK293 LGR2, CRE-luciferase, bursicon-stimulated, 4 h | inhibition, % at 9.99 µM | 0.35% of 380,000 active;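 active = drop in luminescence signal, shown as inhibition above about 50% in the replicate tests, limit read from the data, passing the limit was not always enough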;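 note: agonist challenge used bursicon conditioned medium at about half maximal strength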
esBAF inh: inhibitors of esBAF chromatin remodeling in mouse ES cells | Bmi1-luciferase knock-in reporter, 24 h; 100% = twice the neutral-well signal | reporter increase, % at 12.5 µM | 2% of 350,000 active; in the data active = activation above about 40%;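 note: 0% = median of the plate's neutral control wells and 100% = double that signal; a rise in the Bmi1 reporter signal indicates esBAF inhibition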
SIRT5 inh: blocks human SIRT5 desuccinylation of peptide; Purified SirT5, succinyl-peptide AMC, trypsin-coupled fluorescence; Q9NXA8; inhibition, % at 15 µM; 1.1% of 330,000 active; AID 652115; in the data active = inhibition above about 15%
Target sequence (Q9NXA8 whole entry, looked up): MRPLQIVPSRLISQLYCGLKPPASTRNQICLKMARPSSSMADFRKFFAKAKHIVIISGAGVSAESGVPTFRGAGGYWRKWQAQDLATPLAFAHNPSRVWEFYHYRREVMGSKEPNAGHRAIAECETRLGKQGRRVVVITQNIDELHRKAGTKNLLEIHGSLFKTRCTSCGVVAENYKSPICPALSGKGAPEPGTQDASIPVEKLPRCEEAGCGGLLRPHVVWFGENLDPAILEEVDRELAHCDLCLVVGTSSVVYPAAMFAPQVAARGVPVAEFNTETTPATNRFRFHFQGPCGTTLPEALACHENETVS
Casp6 inh: caspase-6 (human) enzyme inhibition; purified caspase-6, Z-VEID-R110 cleavage fluorescence; inhibition, % at 12.5 µM; 0.53% of 350,000 active; AID 686996;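 active = mean inhibition across replicates at least about 35%, with every replicate also reaching that limit, limit read from the data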;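 note: 0% = median of neutral control wells and 100% = no fluorescence left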
Target sequence (P55212 24-179 limits assumed): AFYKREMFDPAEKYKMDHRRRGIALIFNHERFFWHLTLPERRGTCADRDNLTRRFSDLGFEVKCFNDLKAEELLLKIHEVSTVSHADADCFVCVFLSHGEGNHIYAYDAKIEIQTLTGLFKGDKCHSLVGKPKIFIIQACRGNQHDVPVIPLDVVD
Target sequence (P55212 194-293 limits assumed): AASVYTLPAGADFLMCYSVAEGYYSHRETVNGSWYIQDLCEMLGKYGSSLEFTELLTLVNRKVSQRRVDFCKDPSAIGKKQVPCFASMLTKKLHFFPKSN
FN deposit inh: fibronectin deposition inhibition | AH1F fibroblasts, Alexa488-fibronectin deposition fluorescence, overnight | inhibition, % at 12.6 µM | AID 743247 | 0.086% of 350,000 active;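 active = mean inhibition across replicates of 30% or more, regardless of how many single replicates reach that level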;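 note: positive control wells lacked labelled fibronectin entirely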
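test system = AH1F fibroblasts assembling fluorescent fibronectin matrix | quantity = 10000 AH1F cells per well | buffer or medium = DMEM plus 2% serum, read in PBS | doses = single dose, pinned | incubation = 1 h cell attachment, overnight exposure to compound and label | detection = fluorescence at 485 nm excitation, 525 nm emission | read-out basis = inhibition from reduced deposited-fibronectin fluorescence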
S100A4 MyoIIA: blocks human S100A4 binding to myosin IIA peptide. P26447. S100A4/TAMRA-MyoIIA peptide fluorescence polarization. inhibition, % at 10.7 µM. 0.14% of 360,000 active. AID 652163;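 active = mean inhibition of at least 70% across replicates, with every replicate also reaching that level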
Target sequence (P26447 whole entry, looked up): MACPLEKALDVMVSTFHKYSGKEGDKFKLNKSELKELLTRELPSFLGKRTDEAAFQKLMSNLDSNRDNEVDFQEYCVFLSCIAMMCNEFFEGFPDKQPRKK
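Material: S100A4 monomer protein / Buffer or medium: 50 mM HEPES pH 7.2, 10 mM CaCl2, 100 mM KCl / Times: 5 min incubation before reading / Benchmarks: neutral control DMSO, positive control TFP / Reagent: labelled myosin peptide probe, 5 nM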
* = called active by the depositor; & = joins results of further samples.

How did CC1CCN(C(=O)CCNS(=O)(=O)c2ccc(Br)cc2)CC1 do in these assays?
C2C12 statin: -4.9; LGR2 inh: -9.6; esBAF inh: 0.4; SIRT5 inh: 5.3; Casp6 inh: 0.9; FN deposit inh: -2.7; S100A4 MyoIIA: -1.1

What do the screens show for `CN(CC(=O)NCc1ccc(Cl)cc1)S(=O)(=O)c1cccc2cccnc12`?
C2C12 statin: 5.0; LGR2 inh: 4.4; esBAF inh: -40.0; Casp6 inh: -0.2; FN deposit inh: -0.9; S100A4 MyoIIA: 21.4

How did C(=C\c1ccccc1)/CN1CCN(C(CCc2ccccc2)c2nnnn2C2CCCC2)CC1 (stereo not drawn) do in these assays?
C2C12 statin: 0.4; LGR2 inh: 4.9; esBAF inh: -5.0; Casp6 inh: -0.8; FN deposit inh: 7.8; S100A4 MyoIIA: -2.8

Results for Nc1ncnc2c1ncn2[C@@H]1O[C@H](CN=C2NS(=O)(=O)c3ccccc32)[C@@H](O)[C@H]1O ?
C2C12 statin: -8.1; LGR2 inh: -7.4; esBAF inh: -3.3; SIRT5 inh: -9.6; Casp6 inh: -1.9; FN deposit inh: -0.4; S100A4 MyoIIA: -4.6

How did CCOC(=O)N1CCC(N2Cc3cccc(C(=O)Nc4cc(F)ccc4F)c3C2=O)CC1 do in these assays?
C2C12 statin: -2.7; LGR2 inh: -1.5; esBAF inh: -7.6; SIRT5 inh: -3.0; Casp6 inh: -2.6; FN deposit inh: -4.4; S100A4 MyoIIA: -13.5

What do the screens show for `Cc1ccc(NC(=O)C2CC(=O)n3c(nc4ccccc43)N2)cc1Cl` (stereo not drawn)?
C2C12 statin: -0.6; LGR2 inh: 2.3; esBAF inh: -2.1; SIRT5 inh: 1.1; Casp6 inh: 2.0; FN deposit inh: 2.5; S100A4 MyoIIA: -2.0

Results for Cc1noc(C)c1S(=O)(=O)Nc1cccc2c1O[C@H](CN(C)S(=O)(=O)c1ccc(F)cc1)[C@H](C)CN([C@@H](C)CO)C2=O ?
C2C12 statin: 2.2; LGR2 inh: 2.5; esBAF inh: 0.4; SIRT5 inh: -5.9; Casp6 inh: 3.5; S100A4 MyoIIA: -38.8

What do the screens show for `O=C(C[C@H]1C[C@@H]2c3cc(NC(=O)NC4CCCCC4)ccc3O[C@@H]2[C@H](CO)O1)NCc1ccncc1`?
C2C12 statin: 1.3; LGR2 inh: -15.3; esBAF inh: -1.7; SIRT5 inh: -1.5; Casp6 inh: 1.5; FN deposit inh: -6.4; S100A4 MyoIIA: -0.9

What do the screens show for `Nc1nc(-c2cccnc2)nn1C(=O)c1ccc(Cl)cc1`?
C2C12 statin: -11.1; LGR2 inh: -10.1; esBAF inh: -9.5; SIRT5 inh: -6.6; Casp6 inh: -3.0; FN deposit inh: 1.0; S100A4 MyoIIA: 6.8

How did O=C(CSc1nc(C(F)(F)F)cc(=O)[nH]1)Nc1cccc2ccccc12 do in these assays?
C2C12 statin: 8.0; LGR2 inh: 4.9; esBAF inh: -2.2; SIRT5 inh: -1.7; Casp6 inh: -0.7; FN deposit inh: -4.8; S100A4 MyoIIA: -4.0

What do the screens show for `C[C@H]1CN([C@@H](C)CO)C(=O)c2cc(NC(=O)Cc3cn(C)c4ccccc34)ccc2O[C@H]1CN(C)Cc1ccc(-c2ccccc2)cc1`?
C2C12 statin: -57.4; LGR2 inh: 2.0; esBAF inh: -3.0; SIRT5 inh: 11.5; Casp6 inh: -0.4; S100A4 MyoIIA: 4.0

How did O=C(Nc1ccc(S(=O)(=O)Nc2cnc3ccccc3n2)cc1)c1ccc(Cl)cc1Cl do in these assays?
LGR2 inh: 0.2; SIRT5 inh: 9.3; Casp6 inh: -1.5; FN deposit inh: 21.4; S100A4 MyoIIA: 0.4

3 compounds from above, ordered by formula weight, largest number first:
Results for Cc1noc(C)c1S(=O)(=O)Nc1cccc2c1O[C@H](CN(C)S(=O)(=O)c1ccc(F)cc1)[C@H](C)CN([C@@H](C)CO)C2=O ?
C2C12 statin: 2.2; LGR2 inh: 2.5; esBAF inh: 0.4; SIRT5 inh: -5.9; Casp6 inh: 3.5; S100A4 MyoIIA: -38.8

How did O=C(CSc1nc(C(F)(F)F)cc(=O)[nH]1)Nc1cccc2ccccc12 do in these assays?
C2C12 statin: 8.0; LGR2 inh: 4.9; esBAF inh: -2.2; SIRT5 inh: -1.7; Casp6 inh: -0.7; FN deposit inh: -4.8; S100A4 MyoIIA: -4.0

What do the screens show for `Cc1ccc(NC(=O)C2CC(=O)n3c(nc4ccccc43)N2)cc1Cl` (stereo not drawn)?
C2C12 statin: -0.6; LGR2 inh: 2.3; esBAF inh: -2.1; SIRT5 inh: 1.1; Casp6 inh: 2.0; FN deposit inh: 2.5; S100A4 MyoIIA: -2.0

(list continues)
What do the screens show for `Clc1ccc(-c2nnc3n2CCCS3)cc1`?
C2C12 statin: -1.2; esBAF inh: -1.4; FN deposit inh: 4.5

What do the screens show for `Cn1c(=O)c2c(ncn2CC(=O)Nc2ccc(Cl)cc2Cl)n(C)c1=O`?
C2C12 statin: 6.2; esBAF inh: 1.2; FN deposit inh: -1.4

Results for O=C(CN1c2ccccc2Sc2ccccc21)NNC(=O)Nc1ccc(Cl)c(Cl)c1 ?
C2C12 statin: -11.9; esBAF inh: 3.1; SIRT5 inh: -3.6; Casp6 inh: 4.3; FN deposit inh: -7.1; S100A4 MyoIIA: 0.7

What do the screens show for `CCCc1cc(=O)n2[nH]c(-c3ccc(Cl)cc3)cc2n1`?
C2C12 statin: -12.9; LGR2 inh: -51.2; esBAF inh: 31.8; SIRT5 inh: -3.7; Casp6 inh: -1.3; FN deposit inh: 5.9; S100A4 MyoIIA: -2.8

What do the screens show for `O=C1C=C(c2ccc(F)cc2OCc2ccccc2)C[C@@H](c2ccc(F)cc2)C1`?
C2C12 statin: -10.7; LGR2 inh: 1.7; esBAF inh: 8.9; SIRT5 inh: -2.3; Casp6 inh: 3.0; FN deposit inh: -9.2; S100A4 MyoIIA: -6.9

Results for Cc1cccc(-n2cc(CN3CCN(C(=O)c4ncn[nH]4)CC3)c(-c3cccc(F)c3)n2)c1 ?
LGR2 inh: -6.6; SIRT5 inh: 1.1; Casp6 inh: 2.3; FN deposit inh: 8.0; S100A4 MyoIIA: -2.4

What do the screens show for `O=C(CSC1CN(C(c2ccccc2)c2ccccc2)C1)N/N=C/c1ccc(Cl)cc1Cl`?
C2C12 statin: 1.1; LGR2 inh: -11.8; esBAF inh: -1.7; SIRT5 inh: -1.8; Casp6 inh: 1.2; FN deposit inh: 6.3; S100A4 MyoIIA: -10.9

How did O=C(O)CSCc1nc2ccccc2[nH]1 do in these assays?
C2C12 statin: 15.7; LGR2 inh: -18.0; esBAF inh: -2.7; SIRT5 inh: 2.4; Casp6 inh: -1.7; FN deposit inh: -6.4; S100A4 MyoIIA: -0.6

How did COc1ccccc1-c1ccc2n(c1=O)C[C@@H]1[C@@H](CO)[C@H](C(=O)Nc3nccs3)N(CC3CC3)[C@H]21 do in these assays?
C2C12 statin: -16.8; LGR2 inh: -3.3; esBAF inh: 1.6; SIRT5 inh: -5.6; Casp6 inh: -1.0; S100A4 MyoIIA: -1.5

How did O=C(Nc1nnc(CCc2ccccc2)s1)c1ccccc1F do in these assays?
C2C12 statin: -4.7; LGR2 inh: -11.9; esBAF inh: 13.5; SIRT5 inh: -3.6; Casp6 inh: -3.3; FN deposit inh: 13.8; S100A4 MyoIIA: -5.1

How did CN1CCN(c2ccc([N+](=O)[O-])cc2NC(=O)c2cccs2)CC1 do in these assays?
C2C12 statin: -1.8; LGR2 inh: -4.9; esBAF inh: -1.5; SIRT5 inh: -1.5; Casp6 inh: 0.0; S100A4 MyoIIA: 0.9

What do the screens show for `CSCCC(NC(=O)COc1ccccc1)C(=O)OCCOc1ccc(Br)cc1` (stereo not drawn)?
LGR2 inh: -17.5; SIRT5 inh: -1.7; Casp6 inh: 0.1; FN deposit inh: -2.6; S100A4 MyoIIA: -9.4

Results for O=C(c1cccs1)c1c[nH]cc1-c1ccccc1 ?
LGR2 inh: 3.9; SIRT5 inh: -3.2; Casp6 inh: -0.1; FN deposit inh: -1.9; S100A4 MyoIIA: -4.0

What do the screens show for `CC1CCCCN1C(=O)COC(=O)c1cc(Cl)c2c(c1)OCO2` (stereo not drawn)?
C2C12 statin: -5.5; LGR2 inh: -49.5; esBAF inh: 55.2*; SIRT5 inh: -0.9; Casp6 inh: 1.5; FN deposit inh: 0.1; S100A4 MyoIIA: -11.6

What do the screens show for `Cn1c(NC2CCCCC2)cc(=O)n(C)c1=O`?
C2C12 statin: 25.6; LGR2 inh: 3.1; esBAF inh: 0.1; SIRT5 inh: -5.9; Casp6 inh: -1.0; FN deposit inh: 0.8; S100A4 MyoIIA: 2.6

How did C[C@@H]1CN([C@@H](C)CO)C(=O)c2cc(-c3ccc(C#N)cc3)cnc2O[C@@H]1CN(C)Cc1ccncc1 do in these assays?
C2C12 statin: -27.2; LGR2 inh: 8.7; esBAF inh: -6.8; SIRT5 inh: 1.5; Casp6 inh: 2.6; FN deposit inh: -0.2; S100A4 MyoIIA: 1.3

What do the screens show for `CN1CCN(C(=O)C[C@H]2CC[C@H]3[C@@H](COC[C@@H](O)CN3S(=O)(=O)c3cccc(Cl)c3)O2)CC1`?
C2C12 statin: -16.7; LGR2 inh: 1.4; esBAF inh: -3.3; SIRT5 inh: -5.7; Casp6 inh: 0.3; FN deposit inh: -6.9; S100A4 MyoIIA: 0.5

What do the screens show for `C[C@H](CO)N1C[C@H](C)[C@@H](CN(C)S(C)(=O)=O)Oc2ccc(NC(=O)C3CC3)cc2C1=O`?
C2C12 statin: -19.8&6.0; LGR2 inh: -7.0&0.8; esBAF inh: 3.3&-6.9; SIRT5 inh: 7.1; Casp6 inh: 2.0&3.4; FN deposit inh: -5.6; S100A4 MyoIIA: -4.1&6.9

How did CC(C(=O)NCC1(c2ccccc2)CCCC1)N1CCCC1 (stereo not drawn) do in these assays?
C2C12 statin: 6.9; LGR2 inh: -4.4; esBAF inh: -1.1; SIRT5 inh: -1.6; Casp6 inh: -32.6; S100A4 MyoIIA: -4.0

How did CSc1ncccc1C(=O)OCC(=O)c1cccc(Br)c1 do in these assays?
LGR2 inh: -3.9; SIRT5 inh: 0.0; Casp6 inh: 0.2; FN deposit inh: -12.3; S100A4 MyoIIA: 0.2

Results for ClC(Cl)(Cl)c1nc(N/N=C/c2ccncc2)c2ccccc2n1 ?
LGR2 inh: -13.2; SIRT5 inh: -1.0; Casp6 inh: -1.2; FN deposit inh: -5.7; S100A4 MyoIIA: -6.1

How did CCCC(=O)C1=C(O)C(C(=O)OC)C(C)(C)CC1=NCCCCCC(=O)O (stereo not drawn) do in these assays?
C2C12 statin: -2.4; LGR2 inh: 12.3; esBAF inh: 0.2; SIRT5 inh: 1.6; Casp6 inh: -1.3; FN deposit inh: 6.0; S100A4 MyoIIA: -4.5

How did Cc1ccc(O)c(C(=O)c2cc(C#N)c3nc4ccccc4n3c2)c1 do in these assays?
C2C12 statin: -51.7; LGR2 inh: 26.9; esBAF inh: -34.9; SIRT5 inh: 1.6; Casp6 inh: -1.7; FN deposit inh: -11.9; S100A4 MyoIIA: 1.5

Results for C[C@@H]1CCCCO[C@@H](CN(C)C(=O)Cc2ccccc2)[C@@H](C)CN([C@H](C)CO)C(=O)c2cc(NS(=O)(=O)c3ccccc3)ccc2O1 ?
LGR2 inh: 2.4; SIRT5 inh: 7.5; Casp6 inh: -0.5; FN deposit inh: 6.1; S100A4 MyoIIA: 0.4

Results for Cc1ccc2nc(N3CCN(C=O)CC3)nc(-c3ccccc3)c2c1 ?
C2C12 statin: 15.7; LGR2 inh: -5.7; esBAF inh: -5.7; SIRT5 inh: -1.2; Casp6 inh: 1.7; S100A4 MyoIIA: -1.6

How did CCn1cc([C@@H]2C[C@H]3CN(Cc4cccc(Cl)c4)C(=O)[C@]34CCCN24)cn1 do in these assays?
LGR2 inh: 33.4; SIRT5 inh: -4.4; Casp6 inh: 1.1; FN deposit inh: 1.3; S100A4 MyoIIA: -2.8

This is a subset (hit frequency here may not be typical).
